TDP-43 yeast inh: qHTS of TDP-43 Inhibitors; TDP-43 expressing yeast growth rescue, BacTiter-Glo, 24 h; Potency, µM (doses to about 46.1 µM), without a hit: at the highest dose growth rescue (activation), usual class: activators; 410,000 tested, 1.8% active; note: potency is the fitted concentration of half-maximal effect; % of control where 0% means no effect; nearly all actives have a fitted effect of over 50% in size
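In this qHTS, compounds that restore growth of yeast expressing TDP-43 appear as activators. Cells (OD600=0.02, galactose medium, raffinose-pregrown) are incubated with compound 24 hr at 30 deg C and growth is quantified by BacTiter-Glo.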
Abeta yeast res: qHTS for compounds that reverse cellular toxicity of Amyloid beta (A-beta) peptide in yeast: Primary Screen; yeast expressing A-beta42, growth rescue, OD600, 48 h; response scale: 0% DMSO, 100% iron-clioquinol control; Potency, µM (series often up to 46.1 µM), for inactives: top-dose growth rescue, hits mostly activators; 410,000 tested, 0.063% active; AID 1347071, 2019; note: potency is the fitted concentration of half-maximal effect; nearly all actives have a fitted effect of over 55% in size
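Yeast growth medium received pinned compounds, then yeast cells expressing toxic A-beta were added; plates incubated at 30 C for 48 hr. Growth read as absorbance at 600 nm, normalized to DMSO and equimolar FeCl3 plus clioquinol controls.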
EPAC2 antagonist: qHTS for Antagonist of cAMP-regulated guanine nucleotide exchange factor 2 (EPAC2): primary screen; 360,000 tested, 0.18% active; EPAC2 GEF exchange of Rap1B-BODIPY-GDP, fluorescence; Rap guanine nucleotide exchange factor 4 (Homo sapiens), Q8WZA2; Potency, µM (highest dose often 114 µM), for inactives: at the highest dose activity, negative = inhibition, usual class: inhibitors; note: potency is the fitted concentration of half-maximal effect; % is set by controls: 0 for no effect and ±100 for the full control effect; nearly all actives have a fitted effect of over 45% in size; many of its hits are not listed in these tables
Target sequence (Q8WZA2 whole entry, looked up): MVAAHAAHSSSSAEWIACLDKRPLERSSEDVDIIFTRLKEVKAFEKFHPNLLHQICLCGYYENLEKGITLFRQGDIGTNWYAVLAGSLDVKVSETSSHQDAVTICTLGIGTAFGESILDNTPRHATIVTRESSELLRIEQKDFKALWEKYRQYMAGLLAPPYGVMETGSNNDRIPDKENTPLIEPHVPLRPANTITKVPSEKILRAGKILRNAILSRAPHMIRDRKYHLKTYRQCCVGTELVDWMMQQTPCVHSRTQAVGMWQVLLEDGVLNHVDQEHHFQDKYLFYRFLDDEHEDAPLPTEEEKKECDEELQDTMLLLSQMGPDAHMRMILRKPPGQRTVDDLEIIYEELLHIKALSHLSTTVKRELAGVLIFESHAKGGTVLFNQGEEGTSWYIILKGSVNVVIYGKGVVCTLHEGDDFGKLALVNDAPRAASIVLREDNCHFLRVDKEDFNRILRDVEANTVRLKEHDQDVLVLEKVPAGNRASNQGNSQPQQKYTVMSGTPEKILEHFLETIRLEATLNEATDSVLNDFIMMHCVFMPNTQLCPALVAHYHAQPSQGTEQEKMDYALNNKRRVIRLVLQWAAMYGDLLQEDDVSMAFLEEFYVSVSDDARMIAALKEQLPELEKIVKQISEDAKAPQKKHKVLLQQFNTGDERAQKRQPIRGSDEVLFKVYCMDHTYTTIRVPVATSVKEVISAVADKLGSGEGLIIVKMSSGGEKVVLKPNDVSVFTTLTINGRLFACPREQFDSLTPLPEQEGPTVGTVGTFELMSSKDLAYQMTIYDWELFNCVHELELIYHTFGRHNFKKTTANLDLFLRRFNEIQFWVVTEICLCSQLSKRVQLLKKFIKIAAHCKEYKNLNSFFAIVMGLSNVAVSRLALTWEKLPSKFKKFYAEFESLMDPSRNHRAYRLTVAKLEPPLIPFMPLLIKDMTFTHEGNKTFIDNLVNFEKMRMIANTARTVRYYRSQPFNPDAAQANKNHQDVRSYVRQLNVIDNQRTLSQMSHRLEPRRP
EPAC2 ag: qHTS for Agonist of cAMP-regulated guanine nucleotide exchange factor 4 (EPAC2): primary screen; EPAC2 activation, biochemical qHTS; response scale: 100% = 6.5 mM cAMP response; Potency, µM (top dose mostly 154 µM), for the others: at the top dose activation, usual class: activators; 360,000 tested, 0.079% active; AID 720711, 2013; note: potency is the fitted concentration of half-maximal effect; nearly all actives have a fitted effect of over 50% in size
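Readout is BODIPY fluorescence (480 nm excitation, 540 nm emission), which falls as labeled GDP is exchanged off Rap1B. EPAC2 at 100 nM acted on 250 nM RAP1B-BODIPY-GDP with 50 uM GDP present.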
DRD3 agonist: qHTS of D3 Dopamine Receptor Agonist: qHTS; D(3) dopamine receptor (Homo sapiens), P35462; D3R DiscoveRx beta-arrestin cells, luminescence, 90 min; max activation, %; 410,000 tested, 0.58% active; AID 652048, 2013; in the data active = max activation above about 30%; note: 0% is about no effect; mostly tested at two doses, the higher about 12 µM
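Cells at 1500/well, incubated overnight, then treated with pinned compounds (dopamine as control) for 90 min at 37 degrees C. DiscoveRx reagent added for 30 - 60 minutes at room temperature; luminescence read.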
DRD3 antagonist: qHTS of D3 Dopamine Receptor Antagonist: qHTS; D(3) dopamine receptor (Homo sapiens), P35462; D3R cells, DiscoveRx beta-arrestin luminescence, antagonist mode; active compounds read low; max response, negative = inhibition, %; 360,000 tested, 2.5% active; AID 652054, 2013; in the data active = max response below about -50%; inconclusive = no clear call, values can overlap the other calls; note: % is set by controls: 0 for no effect and ±100 for the full control effect; mostly tested at two doses, the higher about 12 µM
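Cells plated overnight at 1500 cells/well, then exposed to library compounds with dopamine controls for 90 minutes at 37 degrees C. DiscoveRx reagent added for 30–60 minutes at room temperature; luminescence read, quantitative HTS format.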
FUS yeast rescue: qHTS for Suppressors of FUS Proteinopathy: Primary screen using FUS-linked yeast assay; AID 1347120, 2019; Potency, µM (titrated, usually from 76.6 µM), for the others: at the top dose growth rescue (activation), actives largely listed as activators; 390,000 tested, 0.24% active; S. cerevisiae FUS-expressing, growth rescue, OD600, 24 h;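 note: potency is the fitted concentration of half-maximal effect; plate controls were DMSO vehicle for no effect and reference control for full effect; nearly all actives have a fitted effect of over 55% in size; some results filed as inactive show a strong effect at the top dose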
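Absorbance at 600 nm, taken 24hr after compound addition, measured rescue of FUS-yeast growth at 30C. Induction used 2% galactose with seeding at OD 0.005. Controls: CP55940 from 92uM final, DMSO only.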
aSyn rescue: qHTS of alpha-syn Inhibitors | Yeast expressing alpha-synuclein, growth rescue, BacTiter-Glo, 24 h | Potency, µM (titrated, usually from 46.1 µM), without a hit: top-dose growth rescue (activation), usual class: activators | 370,000 tested, 0.14% active | AID 652106, 2013; note: potency is the fitted concentration of half-maximal effect; % of control where 0% means no effect; nearly all actives have a fitted effect of over 65% in size
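Readout is rescue of growth in alpha-synuclein-expressing yeast, so inhibitors of toxicity appear as activators. Growth after 24 hr at 30 deg C in galactose medium is quantified by luminescence.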
Numbers without * were called inactive; ? = inconclusive; . = not tested or not shown; & = joins results of further samples; [ ] = remark or other dose. Unless noted, calls come from the whole dose curve; as a rule, active = well fitted curve in the direction sought with a large enough effect; inconclusive = small, poorly fitted or top-dose-only effect, or another doubt; inactive = no such curve, though single readings can be large; an effect the other way counts as inactive or inconclusive. These rows are one share of the data. The share of hits here may be higher or lower than overall.

structure	DRD3 antagonist	TDP-43 yeast inh	EPAC2 antagonist	DRD3 agonist	EPAC2 ag	aSyn rescue	FUS yeast rescue	Abeta yeast res
Cc1c(C(=O)N2CCOCC2)[nH]c2c1C(=O)CC(c1ccc(Cl)cc1)C2 (stereo not given)	19	-13%	-2%	-14	8%	1%	?	-10%
COc1cccc(NC(=O)C(OC(=O)c2cnc(C)cn2)c2ccccc2)c1 (stereo not given)	-11	20%	0%	4	-1%	8%	43%	4%
CCCCNC(=O)CCC(=O)N1CCN(C(c2ccccc2)c2ccccc2)CC1	8	-10%	-9%	-8	-2%	5%	-11%	-11%
Cc1ccc(NC(=O)C2(C)CCN2C(=O)c2ccccc2CCc2ccccc2)cc1C (stereo not given)	-13	20%	-6%	-6	14%	14%	32%	-15%
CCOC(=O)CCSCC(=O)N1N=C(c2cccs2)CC1c1ccc(C)cc1 (stereo not given)	0	6%	-3%	1	15%	0%	19%	16%
Cn1c(N)c(C(=O)COC(=O)COc2ccccc2C#N)c(=O)n(C)c1=O	-5	-21%	15%	6	-9%	2%	10%	0%
O=C(C[n+]1cccc2ccccc21)c1ccc(NC(=O)c2ccccc2)cc1	-23	-2%	19%	-11	-3%	12%	15%	-5%
COc1ccccc1CNCc1cc(=O)oc2c(C)c(C)ccc12	-30	10%	-19%	-9	8%	5%	17%	20%
COc1ccc(N2c3ccccc3CN(Cc3ccccc3)[C@@H](C)[C@H]2Cc2c(C)cccc2C)cc1	2	3%	2%	0	7%	-19%	7%	-33%
COc1cc(CNCc2ccc(C(=O)O)cc2)ccc1OCc1ccc(F)cc1	-8	-23%	6%	1	8%	-13%	9%	-6%
COc1ccc(NCC(=O)N/N=C/c2cc([N+](=O)[O-])ccc2N2CCCC2)cc1	-10	17%	-5%	-5	7%	13%	7%	-3%
Cc1cccc(OCCCN2CCOCC2)c1	8	7%	2%	-4	-1%	-12%	-7%	16%
Cc1cc(C)cc(NC(=O)C(OC(=O)c2cc[n+]([O-])cc2)c2ccccc2)c1 (stereo not given)	-4	17%	-4%	7	7%	10%	0%	12%
CCOc1ccc(-c2cc(C(=O)NCCCN3CCN(CC)CC3)c3ccccc3n2)cc1	-12	-20%	5%	-15	2%	3%	10%	-14%
Cc1ccccc1C(=O)Nc1ccc2nc(Nc3cccc(C(F)(F)F)c3)cc(C)c2c1	.	18µM*	.	4	.	.	15%	9%
CCOC(=O)C1CCN(c2c(NCCC(C)C)c(=O)c2=O)CC1	-17	-8%	9%	-5	5%	-1%	-13%	-15%
Cc1nc2c(C(=O)NCc3ccccc3Cl)c[nH]n2c(=O)c1Cl	17	-16%	-20%	7	-10%	-1%	1%	4%
CCC(C)(C)n1nnnc1C(C(C)C)N(CCCO)Cc1cc2cc(C)ccc2[nH]c1=O (stereo not given)	?	0%	-6%	2	6%	7%	0%	?
O=C(c1ccc(F)cc1)N(C(=O)c1ccc(F)cc1)c1ncccn1	5	-26%[9.22 µM]	-2%	11	3%	-22%	6%	-54%[inhibitor]
Cc1ccc(-c2nnc(Oc3ccc(NC(=O)c4ccccc4)cc3)c3ccccc23)cc1	-13	12%	15%	2	1%	-1%	.	6%
COC(=O)CSc1nnc(CNC(=O)c2cc(OC)c(OC)c(OC)c2)n1C	8	-20%	-3%	6	-6%	7%	-9%	-8%
COc1cc(Br)cc2cc(C(=O)NCC3CCCO3)c(=O)oc12 (stereo not given)	11	-1%	3%	3	1%	-5%	8%	14%
C#CCOc1ccc2c(C)cc(=O)oc2c1	22	20µM*	-4%	6&-4	4%	0%	-32%	-17%
COC(=O)C1CCN(C(=O)NC2CCCCC2)CC1	6	-15%	0%	2	7%	-4%	-12%	5%
CCN1CCN(CCNC(=O)c2ccc(CS(=O)(=O)c3ccccc3C)o2)CC1	-19	-21%	-3%	-16	7%	-6%	25%	-13%
Nc1nc2nonc2nc1N1CCCCC1	-15	-14%	5%	-4	-8%	-12%	6%	-2%
FC(F)(F)C1=Nc2cccc3cccc(c23)N1	-11	-44%[inhibitor]	-1%	-2	-3%	-4%	4%	-44%[inhibitor]
Cc1ccccc1NS(=O)(=O)c1cccc2nsnc12	-12	16%	-19%	-25	12%	9%	14%	-6%
CC(=O)c1ccc(NC(=O)c2cc(C)nc3ccccc23)cc1	10	-11%	8%	-5	5%	-2%	16%	7%
CCOc1cc(/C=N/O)ccc1OS(=O)(=O)c1ccc(C)cc1	9	28%	?	1	1%	16%	11%	17%
Cc1ccc(C(=O)NCC(=O)NCCSc2ccc(Br)cc2)cc1	-57*	4%	-12%	-13	3%	-1%	12%	8%
Nc1cccc2c(=O)[nH][nH]c(=O)c12	4	-1%	9%	2	-3%	0%	-4%	3%
O=C(NCc1ccccn1)c1ccc(NS(=O)(=O)c2cccc([N+](=O)[O-])c2)cc1	-8	0%	2%	9	-3%	-3%	-6%	-3%
Cc1n[nH]c(C)c1NC(=O)CSc1nnnn1-c1cccc(F)c1	-6	5%	-10%	4	3%	0%[1.84 µM]	?	-4%
Cc1ccc(-c2nc3ccc(Br)cn3c2CC(C)(C)C)cc1	-6	4%	-18%	-9	4%	3%	13%	6%
CCOC(=O)C1CCN(Cc2cnc(Oc3ccc(OC)cc3)s2)CC1	-55*	5%	-9%	3	-20%	4%	5%	2%
NNC(=O)c1sc(-c2ccc(Cl)cc2)cc1N	10	-20%[0.397 µM]	18%	-6	-10%	-8%	32%	?
CCCN=C1N(C)C[C@@H]2[C@@H]3C(=O)N(Cc4ccccc4)C(=O)[C@@H]3[C@](Cc3ccccc3)(C(=O)OC)N12	0	-6%	6%	3	6%	0%	-16%	-15%
CN(C)C(=O)COc1ccc(Oc2ccccc2)cc1	4	0%	4%	3	-6%	6%	-39%	-12%
CCOC(=O)c1c(S(=O)(=O)N2CCC(C(=O)Nc3ccc(C)c(Cl)c3)CC2)c(C)n(C)c1C	.	15%	.	12	.	.	-7%	-4%
CCn1c(-c2ccccc2SC)n[nH]c1=S	-2	0%	-2%	8	-8%	3%	20%	-5%
Cc1cccc(Cn2c(SCCN3CCCCC3)nc3c2c(=O)[nH]c(=O)n3C)c1	-14	1%	1%	-5	5%	?	-12%	-4%
Cc1ccc(-n2c(COc3ccccc3)n[nH]c2=S)cc1	-14	-23%	-4%	0	6%	-4%	21%	-15%
N/C(Cc1cccc2ccccc12)=N\O	19	2%	10%	30*	4%	8%	3%	-11%
Cc1ccc(NC(=O)CCn2cnc3ccccc3c2=O)cc1	2	6%	-3%	22	9%	0%	11%	2%
O=C(O)c1ccc(NC2CC(=O)N(Cc3ccccc3)C2=O)cc1 (stereo not given)	12	3%	-4%	-2	9%	-18%	-33%	-11%
Cc1cc2n(n1)C(c1ccco1)Nc1ccccc1-2 (stereo not given)	0	17%	9%[57.1 µM]	4	5%	13%	0%	-2%
COc1ccc(/C=N/NC(=O)c2ccc(COc3ccccc3Cl)o2)c(OC)c1C	-16	7%	0%	-1	-1%	-5%	.	-8%
Cc1ccc(C(=O)NCC(=O)OCC(=O)Nc2ncc(C(F)(F)F)cc2Cl)cc1	25	0%	8%	6	2%	-7%	15%	2%
C/C(=N/NC(=O)c1ccccc1O)c1ccc(N2C(=O)C3CCCCC3C2=O)cc1 (stereo not given)	?	-5%	5%	-5	0%	-9%	21%	-2%
CCOC(=O)C1CSC(CC(=O)Nc2ccc(OCC)cc2)C(=O)N1 (stereo not given)	-1	11%	-2%	0	12%	0%	8%	18%
O=C(CN1CCN(c2ccccc2F)CC1)NCc1ccc(Cl)cc1	-14	6%	4%	-20	6%	3%	-11%	4%
CCc1nc2c(OCC(=O)C(C)(C)C)cccn2c1N(C=O)Cc1ccccc1	24	3%	-11%	0	7%	5%	4%	-10%
CCOc1cc(NC(=O)Nc2ccc(F)cc2)c(OCC)cc1NC(=O)CC	3	4%	5%	0	4%	?	-19%	4%
CCCCNC(=O)C1(C)CCCCN1C(=O)c1cc2ccccc2s1 (stereo not given)	15	24%	-9%	1	1%	-2%	-9%	-5%
COc1ccccc1/C=C/C=N/NC(=O)CC1C(=O)NN=C1C (stereo not given)	14	2%	16%	19	22%	8%	4%	-26%
CC1=C(C#N)C(=O)NC(=O)/C1=C/c1ccc(-c2ccc(S(N)(=O)=O)cc2)o1	0	-16%	-1%	-1	4%	-1%	.	6%
COCc1cn(CC(C)n2c(=O)c3ccccc3n2Cc2cc(C(C)C)no2)nn1 (stereo not given)	35	19%	9%	6	10%	6%	-18%	-6%
Nc1[nH]n2c(=O)cc(-c3ccccc3)nc2c1N=Nc1ccc(S(N)(=O)=O)cc1	?	-14%	-11%	-5	-7%	3%	23%	-10%
O=C(CNc1ccccc1Cl)c1ccc(Br)cc1	8	?	0%	-2	4%	1%	-10%	6%
Cc1ccc(NC(=O)CN2C(=O)S/C(=C\c3ccc(-c4cccc(C(=O)O)c4C)o3)C2=O)cc1C	9	-2%[9.22 µM]	61%[activator]	9	-45%[inhibitor]	1%	30%	18%
O=C(Nc1cccc(S(=O)(=O)N2CCCCC2)c1)c1ccccn1	-11	-7%	-11%	-2	5%	-13%	13%	-10%

Some entries already given with just aSyn rescue and DRD3 agonist.
mol | aSyn rescue | DRD3 agonist
CCOC(=O)C1CCN(Cc2cnc(Oc3ccc(OC)cc3)s2)CC1 | 4% | 3
NNC(=O)c1sc(-c2ccc(Cl)cc2)cc1N | -8% | -6

Bioassay records (PubChem)
